# Source: PubChem BioAssay
# JMJD2E inh: qHTS Assay for Inhibitors of Human Jumonji Domain Containing 2E (JMJD2E) | Lysine-specific demethylase 4E (Homo sapiens), B2RXH2 | JMJD2E catalytic domain, FDH-coupled NADH fluorescence (FDH is formaldehyde dehydrogenase) | Potency, µM (highest dose often 57.1 µM), for inactives: at the highest dose activity change, negative = inhibition, most hits filed as inhibitors | hit rate 1.6% among 230,000 | AID 2147, 2009; active means well fitted inhibition curve with a large enough effect, not every such curve was filed as active; inconclusive means small, poorly fitted or top-dose-only effect, or another doubt; inactive means no such curve, though single readings can be large or run the other way;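 further: 0% = wells with enzyme and -100% = buffer wells without enzyme; nearly all actives have a fitted effect of over 50% in size; many of its hits are not listed in these tables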
# Target sequence (B2RXH2 1-337 limits assumed): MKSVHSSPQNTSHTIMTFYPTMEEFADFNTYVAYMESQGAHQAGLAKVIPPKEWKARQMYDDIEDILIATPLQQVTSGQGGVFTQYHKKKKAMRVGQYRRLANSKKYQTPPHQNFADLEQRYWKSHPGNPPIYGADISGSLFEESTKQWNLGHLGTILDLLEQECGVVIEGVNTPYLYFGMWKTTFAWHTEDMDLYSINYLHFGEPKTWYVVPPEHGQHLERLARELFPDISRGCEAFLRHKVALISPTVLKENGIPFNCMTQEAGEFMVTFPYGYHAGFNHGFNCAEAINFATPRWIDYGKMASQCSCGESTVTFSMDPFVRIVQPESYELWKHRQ
# HTT aggregate: qHTS Multiplex Assay to Identify Dual Action Probes in a Cell Model of Huntington: Aggregate Formation (GFP); PC12 HttQ103-GFP aggregates, Acumen cytometry, 40 h; Potency, µM (series often up to 46.1 µM), for inactives: at the highest dose activity change, negative = inhibition, most hits filed as inhibitors; hit rate 1.1% among 220,000; further: on the % scale 0 is the no-effect control and ±100 the full control effect; nearly all actives have a fitted effect of over 60% in size
#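 Aggregate formation scored by laser-scanning cytometer (488 excitation, 500–530 emission) in lysed PC12 cells expressing Q103-GFP after 100 nM tebufenozide induction; library tested in dose series, with ATPLite reagent added in the multiplex.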
# Tau ThT inhib: qHTS for Inhibitors of Tau Fibril Formation, Thioflavin T Binding; Microtubule-associated protein tau (Homo sapiens), P10636; recombinant tau K18 P301L, heparin-induced fibrillization, ThT fluorescence; Potency, µM (top dose mostly 57.4 µM), for the others: top-dose activity, negative = inhibition, hits mostly inhibitors; hit rate 2.1% among 270,000; further: on the % scale 0 is the no-effect control and ±100 the full control effect; nearly all actives have a fitted effect of over 55% in size
# Target sequence (P10636 561-689 P618L limits assumed): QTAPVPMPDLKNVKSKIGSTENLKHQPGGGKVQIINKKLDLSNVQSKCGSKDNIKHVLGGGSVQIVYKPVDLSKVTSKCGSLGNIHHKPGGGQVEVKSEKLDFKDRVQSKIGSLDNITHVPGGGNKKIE
#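 ThT emission at 510 nm, taken 1 hr after adding 30 uM dye, quantifies aggregates formed when 20 uM heparin acts on human tau K18 P301L for 6 hr at 37 C.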
# Tau FP inhib: qHTS for Inhibitors of Tau Fibril Formation, Fluorescence Polarization; Microtubule-associated protein tau (Homo sapiens), P10636; K18 P301L tau heparin fibrillization, Alexa594 FP, 6 h; Potency, µM (doses to about 57.7 µM), inactives show at the highest dose activity, negative = inhibition, hits mostly inhibitors; hit rate 0.39% among 280,000; further: on the % scale 0 is the no-effect control and ±100 the full control effect; nearly all actives have a fitted effect of over 55% in size
#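 Compound effects on tau fibrillization are measured by Alexa 594 fluorescence polarization (ex 555, em 632 nm). K18 P301L tau is used at 15 uM with 0.24 uM labeled tracer, and 20 uM heparin induces aggregation over 6 hr at 37 C.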
# Tau fluor counter: Counterscreen qHTS for Inhibitors of Tau Fibril Formation, Fluorescence Polarization; AID 1463, 2008; tau K18 P301L Alexa594 fluorescence, heparin fibrillization; Potency, µM (series often up to 57.7 µM), inactives show at the highest dose activity change, negative = decrease; hit rate 0.93% among 280,000; further: on the % scale 0 is the no-effect control and ±100 the full control effect; nearly all actives have a fitted effect of over 55% in size
#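 Human tau K18 P301L (15 uM unlabeled, 0.24 uM Alexa 594-labeled) in 100 mM sodium acetate pH 7 with 20 uM heparin, 6 hr at 37 C. ThT 30 uM added, 1 hr ambient; Alexa 594 FP and total fluorescence read at 555/632 nm.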
# HTT cytoprotect: qHTS Multiplex Assay to Identify Dual Action Probes in a Cell Model of Huntington: Cytoprotection (ATP); PC12 HTT-Q103 induced, cytoprotection, ATP luminescence, 40 h; Potency, µM (highest dose often 56.4 µM), inactives show cytoprotection (ATP increase), usual class: activators; hit rate 0.14% among 230,000;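 further: % of control where 0% means no effect; nearly all actives have a fitted effect of over 45% in size; toxic huntingtin expression switched on by the ecdysone agonist tebufenozide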
#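 ATP quantification (ATPlite) reports survival of PC12 cells in which tebufenozide, 100 nM final, switches on Htt exon 1 with 103 glutamines linked to GFP; compounds are titrated.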
# ALDH1A1 block: qHTS Assay for Inhibitors of Aldehyde Dehydrogenase 1 (ALDH1A1) | Aldehyde dehydrogenase 1A1 (Homo sapiens), P00352 | Purified ALDH1A1, NADH fluorescence, propionaldehyde substrate | Potency, µM (top dose mostly 75.3 µM), for inactives: at the top dose activity, negative = inhibition, usual class: inhibitors | hit rate 7.3% among 220,000; active means well fitted inhibition curve with a large enough effect, not every such curve was filed as active; inconclusive means small, poorly fitted or top-dose-only effect, or another doubt; inactive means no such curve, though single readings can be large or run the other way;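 further: plate controls were no enzyme wells and a reference inhibitor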
# Target sequence (P00352 whole entry, looked up): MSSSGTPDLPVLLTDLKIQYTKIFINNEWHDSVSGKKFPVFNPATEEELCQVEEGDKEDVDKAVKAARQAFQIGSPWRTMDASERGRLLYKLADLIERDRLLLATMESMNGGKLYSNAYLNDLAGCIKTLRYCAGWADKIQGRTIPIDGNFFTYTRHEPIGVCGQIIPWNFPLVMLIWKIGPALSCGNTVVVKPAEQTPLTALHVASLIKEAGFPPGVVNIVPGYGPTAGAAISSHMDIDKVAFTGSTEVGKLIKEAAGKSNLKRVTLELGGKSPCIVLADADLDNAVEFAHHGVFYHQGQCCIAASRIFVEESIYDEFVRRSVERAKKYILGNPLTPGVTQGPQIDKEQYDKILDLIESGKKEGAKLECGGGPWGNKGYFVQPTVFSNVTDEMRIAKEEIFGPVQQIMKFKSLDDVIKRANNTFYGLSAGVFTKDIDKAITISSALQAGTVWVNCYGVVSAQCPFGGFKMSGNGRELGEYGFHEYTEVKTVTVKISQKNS
# SMN2 splice up: qHTS Assay for Enhancers of SMN2 Splice Variant Expression | HEK293 SMN2-luciferase splicing reporter, luminescence, 30-36 h | hit rate 2.8% among 210,000 | Potency, µM (highest dose often 46.1 µM), without a hit: top-dose activity change, positive = activation, usual class: activators; further: % of control where 0% means no effect; nearly all actives have a fitted effect of over 55% in size
#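 HEK293 cells carry an SMN2 […]–luciferase reporter in which exon 7 inclusion puts luciferase in frame. Cells were plated 10-12 h before compound addition, then incubated 30-36 h at 37C. ONE-Glo luminescence was read; sodium butyrate at 4.5 mM final served as control.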
# The depositor's hits bear a star; u = inconclusive; x = not tested or not shown; & = joins results of further samples; [ ] = remark or other dose. Unless noted, the call rests on the fitted dose curve; in most records, active means well fitted curve in the direction sought with a large enough effect; inconclusive means small, poorly fitted or top-dose-only effect, or another doubt; inactive means no such curve, though single readings can be large; an effect the other way counts as inactive or inconclusive. Potency means the concentration at half of the fitted maximal effect. The list is partial (hit frequency here may not be typical).
No. | compound | HTT aggregate | HTT cytoprotect | JMJD2E inh | Tau FP inhib | ALDH1A1 block | Tau ThT inhib | Tau fluor counter | SMN2 splice up
1 | COc1ccc(NC(=O)Cn2cnc3c(nnn3-c3ccc(C)cc3)c2=O)cc1 | 1% | 0% | 10% | -5% | 7% | 6% | 5% | 4%
2 | Cc1oc(-c2cccc(Cl)c2)nc1CN(C)C1CCOC1 (stereo not given) | -12%[9.22 µM] | 0%[10 µM] | 1% | -3%[2.34 µM] | 7% | 0% | 11%[2.34 µM] | x
3 | C#Cc1ccc([C@@H]2C=C(C(=O)N3CCN(Cc4ccccc4)CC3)O[C@H](OCCCCO)C2)cc1 | -25%[9.22 µM] | -60%[inhibitor][10 µM] | 5% | 7% | u | u | 1% | x
4 | CC(=O)c1nn(-c2ccc(OC(F)(F)F)cc2)nc1Nc1ccc(Cl)cc1 | x | x | x | -10% | x | 0% | -1% | 5%
5 | CC1Cc2c(-c3ccccc3)nc3c(c2CO1)CN(CCOc1ccccc1)CC3 (stereo not given) | x | -60%[inhibitor][10 µM] | x | 6%[11.6 µM] | -5%[13.5 µM] | -9%[11.5 µM] | -5%[11.6 µM] | x
6 | COC(=O)c1cccc(NC(=O)NC2CCCN2S(=O)(=O)c2ccc(Cl)cc2)c1 (stereo not given) | -20% | -11% | u | -13% | -4% | 4% | u | 8%
7 | CC1(C)N=C(c2ccc(F)cc2)C(=O)N1CC(=O)Nc1ccccc1Cl | x | x | x | -10% | x | 0% | -6% | -19%
8 | O=C(Nc1nc2ccccc2s1)C1CC(=O)N(c2ccccc2)C1 (stereo not given) | -21% | 12% | 3% | -4% | 1% | 0% | -18% | -4%
9 | CC(C)[C@H]1C=C(C(=O)O)O[C@@H](OCCCCO)C1 | 34%[9.22 µM] | 1%[10 µM] | u | 0% | x | 17% | 29% | x
10 | Cc1cc(C)c2c(=O)cc(C(=O)Nc3ccccc3C(F)(F)F)oc2c1 | x | x | x | -13% | x | -7% | -10% | 10%
11 | Cc1nn(C)c(C)c1NC(=O)c1ccccc1NC(=O)Nc1ccccc1 | 16%[9.22 µM] | 15%[10 µM] | 2% | 2% | x | -8% | -7% | x
12 | CCCC/C=C/C(NC(=O)c1ccccc1)c1ccccc1 (stereo not given) | x | 7% | 4% | -2% | u | -16% | -14% | -17%
13 | CCSc1nnc(NC(=O)CSc2nccn2-c2cc(C)cc(C)c2)s1 | 4% | -5% | -3% | -6% | -1% | -16% | -9% | x
14 | Cc1ccc(NC(=O)CS(=O)CC(=O)NCC2CCCO2)cc1 (stereo not given) | 1% | 7%[10 µM] | -1% | -6% | -3% | -5% | -2% | -2%
15 | c1ccc(CSc2nnc(-c3ccncc3)o2)cc1 | u | 18% | 0% | 1% | u | -4% | -3% | 28%
16 | CCCn1c(-c2ccc(F)cc2)nc2c(NC(C)CCCN(CC)CC)nc(C)nc21 (stereo not given) | x | -33%[inhibitor] | u | -6% | u | -2% | -5% | -2%
17 | CC(C)C(=O)Nc1ccc(O)c(-c2csc(N)n2)c1 | 4%[9.22 µM] | -1%[10 µM] | -23% | -7%[2.34 µM] | -5% | 7% | -9% | x
18 | CCOc1ccc(NC(=O)CCc2c(C)nc3cc(-c4ccc(Cl)cc4)nn3c2C)cc1 | x | x | x | -4% | x | u | -26% | -17%
19 | COc1ccc(CNC(=O)c2cc(-c3cccs3)nc3ccccc23)c(OC)c1 | x | x | x | -15% | x | u | u | 2%
20 | CCOc1ccccc1-n1nnnc1SCC(=O)Nc1cc2oc3ccccc3c2cc1OC | -7% | 10%[10 µM] | 4% | u | -5% | -1% | -28% | -8%
21 | COc1ccc(C2C(C#N)=C(N)Oc3c2oc(CO)cc3=O)cc1 (stereo not given) | 3% | 7% | u | -5% | 0% | -8% | -8% | -17%
22 | N#Cc1ccccc1NC(=O)CSc1nnc(N)s1 | x | x | x | -3% | x | 2% | 4% | 9%
23 | N/C(=N\OC(=O)/C=C/c1ccccc1)c1cccnc1 | -9%[9.22 µM] | -42%[inhibitor][1.9 µM] | 6% | 10% | 11% | -12% | 3% | 2%
24 | Cc1cccc(C)c1NC(=O)CCCN1CC(C)OC(C)C1 (stereo not given) | 4% | 0%[10 µM] | 2% | 1% | -7% | -10% | -9% | -14%
25 | C/C(=N\S(=O)(=O)c1ccc(C)cc1)NC(=S)Nc1ccc(C)cc1 | 2% | -19% | -5% | -9% | u | -4% | -8% | 26%

# Three structures from above, arranged by formula weight, smallest number first:
No. | compound | HTT aggregate | HTT cytoprotect | JMJD2E inh | Tau FP inhib | ALDH1A1 block | Tau ThT inhib | Tau fluor counter | SMN2 splice up
11 | Cc1nn(C)c(C)c1NC(=O)c1ccccc1NC(=O)Nc1ccccc1 | 16%[9.22 µM] | 15%[10 µM] | 2% | 2% | x | -8% | -7% | x
18 | CCOc1ccc(NC(=O)CCc2c(C)nc3cc(-c4ccc(Cl)cc4)nn3c2C)cc1 | x | x | x | -4% | x | u | -26% | -17%
20 | CCOc1ccccc1-n1nnnc1SCC(=O)Nc1cc2oc3ccccc3c2cc1OC | -7% | 10%[10 µM] | 4% | u | -5% | -1% | -28% | -8%

# Arranged by the number under Tau ThT inhib (ascending): five from the list above.
no.	Compound	Tau ThT inhib
11	Cc1nn(C)c(C)c1NC(=O)c1ccccc1NC(=O)Nc1ccccc1	-8%
14	Cc1ccc(NC(=O)CS(=O)CC(=O)NCC2CCCO2)cc1 (stereo not given)	-5%
20	CCOc1ccccc1-n1nnnc1SCC(=O)Nc1cc2oc3ccccc3c2cc1OC	-1%
2	Cc1oc(-c2cccc(Cl)c2)nc1CN(C)C1CCOC1 (stereo not given)	0%
22	N#Cc1ccccc1NC(=O)CSc1nnc(N)s1	2%

# Next records.
No. | compound | HTT aggregate | HTT cytoprotect | JMJD2E inh | Tau FP inhib | ALDH1A1 block | Tau ThT inhib | Tau fluor counter | SMN2 splice up
26 | CC(NC(=O)c1ccc(Br)cc1)c1ccc2c(c1)CCCC2 (stereo not given) | 15% | 15%[10 µM] | -3% | 9% | u | -5% | -12% | x
27 | CCC(=O)NCc1cc(-c2nn(C)c(=O)c3ccccc23)ccc1OC | -19%[9.22 µM] | -32%[10 µM] | u | 6%&-11% | -16% | -10%&-14% | -2%&-17% | 17%&-1%
28 | O=S(=O)(c1ccccc1)C(/C=N\O)/C=C/c1ccccc1 (stereo not given) | 7% | -66%[inhibitor] | 2% | 1% | 11µM* | u | -12% | -1%
29 | COc1ccc(C(=O)CNc2ccc(C)cc2C)cc1 | -5%[9.22 µM] | 0%[10 µM] | -14% | 6% | x | x | -27% | x
30 | Cc1cccc(NC(=O)c2ccccc2NC(=O)C2CCCCC2)c1C | u | -14% | u | -8% | u | u | -19% | -1%
31 | CCC(C(=O)NC(C)CCc1ccco1)n1nc(C)n2c(cc3occc32)c1=O (stereo not given) | -9% | 13%[10 µM] | -3% | -9% | u | -10% | -7% | -16%
32 | CCC(C)(C)NC(=O)C(c1ccc(C)cc1)N(Cc1ccco1)C(=O)CCC(=O)Nc1nccs1 (stereo not given) | -20% | -13%[10 µM] | 3% | -1% | -2% | -6% | -6% | 3%
33 | CN(C(=O)CSc1nnc(N)s1)c1c(N)n(Cc2ccccc2)c(=O)[nH]c1=O | 16% | 6% | -3% | 0% | u | 2% | -6% | u
34 | O=C(Nc1ccccc1)c1ccc(NC2CCCCC2)c(S(=O)(=O)N2CCOCC2)c1 | -6%[9.22 µM] | -4% | u | 11% | u | -11% | 0% | -64%[inhibitor]
35 | O=C(/C=C/c1ccc2c(c1)OCCO2)c1ccccc1 | -6%[9.22 µM] | 16%[10 µM] | -2% | u | x | u | -11% | x
36 | CCc1nccn1S(=O)(=O)c1ccc2ccccc2c1 | 1% | 0% | 3% | -2% | 2% | -3% | -1% | -6%
37 | CC1Oc2ccccc2N(Cc2ccccc2Cl)C1=O (stereo not given) | u | -6%[10 µM] | 6% | -2% | -5% | -7% | -11% | -15%
38 | Cc1cc(C)[n+](-c2ccc(C(C)C)cc2)c2[nH]c(=O)[nH]c(=O)c12 | 14% | x | u | -1% | u | -8% | -5% | -8%
39 | CCC(C)NC(=O)CC(c1ccccc1)c1cc(C)ccc1O (stereo not given) | 12%[9.22 µM] | -19% | -3% | -6% | 5% | -1% | -6% | -11%
40 | Cc1ccc(Nc2nc(=O)c3cc([N+](=O)[O-])ccc3s2)cc1 | -35%[9.22 µM] | 16%[10 µM] | -1% | 7% | x | u | u | x
41 | Cc1ccc(C(=O)NNC(=O)Cn2nnc3ccccc32)cc1 | 11%[9.22 µM] | 10%[10 µM] | 4% | -1% | x | -6% | -5% | x
42 | O=C1CC2(CCCCC2)Oc2ccc(O)cc21 | -4% | -30% | -6% | 2% | -10% | 1% | -3% | -15%
43 | COC(=O)C1C(=O)NCC1c1ccccc1 (stereo not given) | 27% | 12% | -7% | 2% | 0% | 1% | 3% | -9%
44 | CC1CCCC(C)N1C(=O)Cn1cnc2cc([N+](=O)[O-])ccc2c1=O (stereo not given) | 11% | -37%[inhibitor] | -11% | 4% | 0% | -17% | -13% | -5%
45 | Cc1ccn2cc(CC(=O)O)nc2c1 | -6% | -41% | u | 1% | u | -4% | -1% | x
46 | CN1CCc2c(sc(NC(=O)c3ccc(S(=O)(=O)N4CCc5ccccc54)cc3)c2C(N)=O)C1 | 0%[9.22 µM] | 7%[10 µM] | u | -13% | x | x | u | x
47 | COc1ccc(OC)c(NC(=O)c2cc3c(n(-c4ccc(Cl)cc4)c2=O)CC(C)(C)CC3=O)c1 | x | x | x | -6% | x | 6% | 0% | -2%
48 | Cn1c(-c2ccc(F)cc2)cnc1SCC(=O)N1CCCCC1 | 5% | -33%[10 µM] | -3% | 0% | u | -8% | 4% | 8.9µM*
49 | CC(C)(C)c1ccc(/C=C/C(=O)O)s1 | -21% | -34% | -7% | 1% | 10% | -5% | -8% | 2%
